D2 antag: antagonizes the human D2 dopamine receptor | P14416 | HEK293 TREx D2 cells, calcium flux, dopamine EC80 | inhibition, % at 10 µM | 340,000 tested, 2% active | AID 485344; in the data active means inhibition above about 30%; further: 0% is about no effect
Target sequence (P14416 whole entry, looked up): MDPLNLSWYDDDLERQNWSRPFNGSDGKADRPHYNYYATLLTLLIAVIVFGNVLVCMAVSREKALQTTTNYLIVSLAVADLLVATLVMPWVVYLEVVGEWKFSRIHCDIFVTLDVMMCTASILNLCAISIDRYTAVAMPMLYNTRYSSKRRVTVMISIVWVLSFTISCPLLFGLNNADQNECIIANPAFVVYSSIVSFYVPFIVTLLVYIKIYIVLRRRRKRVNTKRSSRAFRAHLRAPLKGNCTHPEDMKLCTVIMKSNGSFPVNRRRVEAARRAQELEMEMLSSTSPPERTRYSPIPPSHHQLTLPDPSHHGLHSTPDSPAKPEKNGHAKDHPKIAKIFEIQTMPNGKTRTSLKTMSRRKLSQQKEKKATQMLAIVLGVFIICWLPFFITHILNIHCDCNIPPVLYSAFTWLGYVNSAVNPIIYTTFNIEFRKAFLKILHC
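Calcium mobilization kinetics were recorded at 1 s intervals in tetracycline-induced HEK293 T-REx D2 cells, first for 180 s after compound addition and then 180 s after EC80 dopamine.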
LDHA inh: LDHA (human) enzyme inhibition. P00338. purified LDHA, NADH/diaphorase-resazurin fluorescence; stronger effect = lower value. activity change, % (values are at about 110 or 230 µM). 480,000 tested, 0.15% active. AID 1347041; in the data active means activity change below about -30%; inconclusive means mostly about -25% to -30%;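 further: plate controls were DMSO wells for no effect and wells without enzyme for full effect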
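Human LDH5 (2 nM) was incubated with 0.06 mM NADH and 0.2 mM pyruvate for 5 min at room temperature in Tris pH 7.4. Remaining NADH was coupled through diaphorase/resazurin, and resorufin fluorescence was read at 0 and 20 min.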
Vif-APOBEC3G blk: blocks the Vif interaction with human APOBEC3G | HeLa A3G-eYFP + Vif (tagged APOBEC3G with the HIV-1 protein that degrades it), YFP fluorescence, overnight | Potency, µM (doses to about 46.1 µM), without a hit: at the top dose activity, negative = active, usual class: inhibitors | 410,000 tested, 0.076% active | AID 602310;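 further: potency means the concentration at half of the fitted maximal effect; on the % scale 0 is the no-effect control and ±100 the full control effect; nearly all actives have a fitted effect of over 60% in size; hits raise eYFP signal because A3G escapes Vif-driven loss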
Target sequence (Q9HC16 whole entry, looked up): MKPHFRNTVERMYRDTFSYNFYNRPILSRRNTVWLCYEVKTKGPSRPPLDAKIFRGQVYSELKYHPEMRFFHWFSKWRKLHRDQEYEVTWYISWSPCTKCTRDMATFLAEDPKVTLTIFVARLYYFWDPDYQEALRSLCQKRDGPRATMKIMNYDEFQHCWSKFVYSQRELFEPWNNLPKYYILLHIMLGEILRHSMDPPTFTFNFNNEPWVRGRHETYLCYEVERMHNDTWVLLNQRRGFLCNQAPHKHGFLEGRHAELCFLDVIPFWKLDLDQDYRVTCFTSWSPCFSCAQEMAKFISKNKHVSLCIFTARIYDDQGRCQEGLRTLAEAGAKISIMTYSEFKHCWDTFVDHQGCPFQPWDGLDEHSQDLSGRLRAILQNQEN
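Read-out is eYFP fluorescence (Ex 488/Em 500-530) from Vif-expressing HeLa A3G-eYFP cells; more signal means A3G escaped Vif-mediated degradation. Cells plated overnight, compound pinned in, incubated overnight at 37 deg C.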
12-LOX inh: inhibitors of human 12S-lipoxygenase ALOX12. 580,000 tested, 1.1% active. purified 12hLO, xylenol orange hydroperoxide absorbance. AID 1671190. P18054. Potency, µM (highest dose often 108 µM), for inactives: top-dose activity change, negative = inhibition, usual class: inhibitors; further: potency means the concentration at half of the fitted maximal effect; on the % scale 0 is the no-effect control and ±100 the full control effect
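Hydroperoxide product was detected by ferrous iron/xylenol orange as the 573 to 405 nm absorbance ratio. Arachidonic acid at 40 uM (final) was turned over for 30 min at room temperature by 150 nM human 12hLO, pH 7.0 Hepes buffer, after 15 min compound preincubation.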
D2 agonist: agonists of human D2 dopamine receptor; HEK293 T-REx D2 cells, calcium flux agonist mode; P14416; activation, % at 2 µM; AID 485358; 340,000 tested, 0.53% active;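 active means activation over 3 SD above normal in the single-dose calcium agonist read, cut at about 30% in these data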; further: 0% is about no effect
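Tetracycline-induced HEK293 T-REx cells with force-coupled D2 receptor, plated overnight at 30 C, loaded with no-wash calcium dye. After a 10 s baseline, compound was pin-added and calcium flux read kinetically for 180 s; calcium rises flagged agonists.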
RGS4 inhibitor: blocks human RGS4-accelerated GTP hydrolysis; P49798; Potency, µM (doses to about 114 µM), inactives show at the highest dose activity change, negative = inhibition, most hits filed as inhibitors; 390,000 tested, 0.039% active; Transcreener GDP fluorescence polarization, RGS4-accelerated GTP hydrolysis; further: potency means the concentration at half of the fitted maximal effect; on the % scale 0 is the no-effect control and ±100 the full control effect; nearly all actives have a fitted effect of over 75% in size; some results filed as inactive show a strong effect at the top dose
Target sequence (P49798 whole entry, looked up): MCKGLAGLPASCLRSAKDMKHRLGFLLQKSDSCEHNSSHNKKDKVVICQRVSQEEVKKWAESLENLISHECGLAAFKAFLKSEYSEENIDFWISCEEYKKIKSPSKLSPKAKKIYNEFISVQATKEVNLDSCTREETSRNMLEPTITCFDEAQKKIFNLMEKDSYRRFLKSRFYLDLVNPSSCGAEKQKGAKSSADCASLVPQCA
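MLSMR compounds (23 nl, pin-transferred) preincubated 10 min at room temperature with a 500nM (2x) first reagent, then RGS4 at 900nM (2x) plus Transcreener GDP mix added; fluorescence polarization (620/688 nm) read before and after 90 min at 30 °C.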
ERG Ets-DNA blk: inhibitors of human ERG Ets domain-DNA interaction; 370,000 tested, 0.028% active; P11308; Potency, µM (top dose mostly 76.9 µM), for inactives: top-dose FP activity, negative = inhibition, most hits filed as inhibitors; AID 624246; fluorescence polarization, His-ERG Ets domain / labelled DNA; active means well fitted inhibition curve with a large enough effect in the polarisation, with a control signal flat; inconclusive means small, poorly fitted or top-dose-only effect, or effect the other way, or a change in a side signal; inactive means no such curve, though single readings can be large or run the other way; the % refers to the polarisation;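 further: polarization taken with two DNA probes labelled with fluorescein and Texas red; potency means the concentration at half of the fitted maximal effect; % of control where 0% means no effect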
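His-tagged ERG Ets domain (1 uM in the protein solution; 300mM KCl, 50mM Tris-HCl, 1mM EDTA, 1mM DTT, pH 7.5) received compound, then a probe mix of 5 nM fluorescein-DNA and 100nM Texas-615-DNA. Fluorescence polarization was read for both dyes.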
GRP78 ERSR act: ER stress response induction in glioma | AID 602332 | Potency, µM, for the others: at the highest dose activation, usual class: activators | 420,000 tested, 0.02% active | U87-MG GRP78 promoter luciferase reporter, 16 h; further: potency means the concentration at half of the fitted maximal effect; series mostly up to about 76 µM; % of control where 0% means no effect; nearly all actives have a fitted effect of over 35% in size
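Stably transfected U87-MG glioma cells carrying a GRP78-based luciferase sensor; 16 h compound incubation. Luminescence end-point read 10 min after Bright-Glo addition at room temperature.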
Vif-APOBEC3F blk: Vif-A3F binding inhibition | HeLa A3F-eYFP + Vif (tagged APOBEC3F with the HIV-1 protein that degrades it), YFP fluorescence increase | 390,000 tested, 0.2% active | Potency, µM (titrated, usually from 46.1 µM), for inactives: at the top dose activity, negative = active; further: potency means the concentration at half of the fitted maximal effect; % of control where 0% means no effect; nearly all actives have a fitted effect of over 65% in size
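HeLa cells stably expressing A3F-eYFP plus Vif, plated and incubated overnight at 37 deg C, then exposed to compounds overnight at 37 deg C. Blocked degradation read as raised yellow fluorescence (Ex 488/Em 500-530).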
* marks the source's active call; other numbers are inactive results; ? = inconclusive; nt = not tested or not shown; & = joins results of further samples; [ ] = dose if it differs, or a comment. Unless noted, the call rests on the fitted dose curve; in most records, active means well fitted curve in the direction sought with a large enough effect; inconclusive means small, poorly fitted or top-dose-only effect, or another doubt; inactive means no such curve, though single readings can be large; an effect the other way counts as inactive or inconclusive. The list is partial (hit frequency here may not be typical).

The first five records, to show the layout:
The line under a structure holds: D2 antag	LDHA inh	Vif-APOBEC3G blk	12-LOX inh	D2 agonist	RGS4 inhibitor	ERG Ets-DNA blk	GRP78 ERSR act	Vif-APOBEC3F blk
1. CCOC(=O)Cn1nc(C)c2ccccc2c1=O
 : nt	-4	-5%	-23%	nt	7%	-8%	-1%	2%
2. O=S(=O)(Nc1cccc2cccnc12)c1ccc(S(=O)(=O)N2CCCC2)cc1
 : 0	8	?	19%	0.1	2%	nt	?	-19%
3. CC(=O)C1=CCC(c2ccccc2)N(S(=O)(=O)c2ccc(Cl)cc2)C1 (configuration not stated)
 : nt	-6	-14%	?	nt	nt	nt	-6%	nt
4. Cc1ccc(S(=O)(=O)Nc2cccc(CP(=O)(c3ccccc3)c3ccccc3)c2)cc1
 : -14	-6	-2%	-21%	0.9	-5%	-10%	-4%	1%
5. Cc1c(C(=O)N2CCN(CCc3ccccn3)CC2)oc2ccc(Cl)cc12
 : -24	2	0%	-17%	-1.8	18%	-12%	-3%	-3%

The list itself (from the top)
The line under a structure holds: D2 antag	LDHA inh	Vif-APOBEC3G blk	12-LOX inh	D2 agonist	RGS4 inhibitor	ERG Ets-DNA blk	GRP78 ERSR act	Vif-APOBEC3F blk
1. CCOC(=O)Cn1nc(C)c2ccccc2c1=O
 : nt	-4	-5%	-23%	nt	7%	-8%	-1%	2%
2. O=S(=O)(Nc1cccc2cccnc12)c1ccc(S(=O)(=O)N2CCCC2)cc1
 : 0	8	?	19%	0.1	2%	nt	?	-19%
3. CC(=O)C1=CCC(c2ccccc2)N(S(=O)(=O)c2ccc(Cl)cc2)C1 (configuration not stated)
 : nt	-6	-14%	?	nt	nt	nt	-6%	nt
4. Cc1ccc(S(=O)(=O)Nc2cccc(CP(=O)(c3ccccc3)c3ccccc3)c2)cc1
 : -14	-6	-2%	-21%	0.9	-5%	-10%	-4%	1%
5. Cc1c(C(=O)N2CCN(CCc3ccccn3)CC2)oc2ccc(Cl)cc12
 : -24	2	0%	-17%	-1.8	18%	-12%	-3%	-3%
6. CCn1cc(CN2CCN(Cc3ccccc3)C(CCO)C2)c2ccccc21 (configuration not stated)
 : 16	2	1%	-28%	0.9	-7%	9%	-4%	?
7. Cc1ccc2nc(N3CCN(C(=O)CCC(=O)O)CC3)nc(-c3ccccc3)c2c1
 : -1	-3&-2&8	-3%	18%&1%&-22%	0.1	-11%	5%	-1%	-1%
8. CC(CNC(=O)COc1ccc2c(c1)OCO2)c1ccccc1 (configuration not stated)
 : nt	2	-1%	-9%	nt	18%	2%	0%	1%
9. CC(C)c1ccc(NC(=O)C(NS(=O)(=O)c2ccc3c(c2)CCC(=O)N3)c2ccccc2)cc1 (configuration not stated)
 : nt	0	-2%	?	0.3	4%	-1%	3%	0%
10. COc1ccc(OCC(=O)Nc2ccc(N3CCOCC3)cc2)cc1
 : -34	14	3%	?	-1.0	-28%	nt	-3%	4%
11. CCOC(=O)c1cnc2ccc(OC(F)(F)F)cc2c1Nc1ccccc1C(=O)O
 : nt	-5	0%	0%	0.2	-10%	-5%	-1%	1%
12. CCOC(=O)c1[nH]c(C)c(C(=O)Nc2ccc3c(c2)CCC3)c1C
 : -28	-4	2%	0%	1.3	32%	1%	-2%	5%
13. COCCNC(=O)c1cc2c(c(-c3cccc(C#CC(C)(C)O)c3)n1)[C@@H](CCO)N(S(=O)C(C)(C)C)C2 (some centres not stated)
 : nt	4	-1%	?	nt	nt	nt	-4%	nt
14. Cc1nn(C)cc1/C=N/n1nnnc1N
 : -6	-2	3%	-33%	1.3	-7%	0%	-3%	6%
15. Cc1ccc(C)c(CSc2nnc(-c3cccnc3)o2)c1
 : nt	-8	1%	20%	nt	8%	2%	0%	-6%
16. Cc1cc(OC(C)C(=O)N(Cc2cccs2)C2CCS(=O)(=O)C2)ccc1Cl (configuration not stated)
 : -17	2	0%	-16%	-0.2	10%	4%	-4%	5%
17. CCOc1ccccc1Nc1nnc(SCc2ccc(C(=O)OC)o2)s1
 : -10	2	-27%	0%	-1.0	-44%	-1%	-2%	-5%
18. Cc1ccsc1C(=O)C1CCCN(Cc2cn(C)nc2-c2ccccc2)C1 (configuration not stated)
 : 12	-16	-7%	-3%	-2.4	-9%	-2%	-4%	-7%
19. Cc1ccc(S(=O)(=O)NC(=O)C2(C)CCN2C(=O)c2cccc(F)c2)cc1 (configuration not stated)
 : nt	-6	5%	35µM*	nt	nt	nt	-1%	nt
20. CC(=O)Nc1c(C)nn(-c2ccccc2)c1N1CCC(C(=O)Nc2ccc(C)cc2Cl)CC1
 : nt	-4	-5%	?	-0.3	18%	-2%	0%	-9%
21. O=C(COc1ccccc1C(=O)O)Nc1cccc2ccccc12
 : nt	-4	-8%	1%	nt	4%	5%	-4%	-4%
22. CCC(C)N(C(=O)CSc1nnc(-c2cccs2)n1C1CC1)C1CCS(=O)(=O)C1 (configuration not stated)
 : 5	-6	4%	2%	-0.5	6%	5%	-2%	-18%
23. CCOc1ccccc1NC(=O)CCSc1nc2n[nH]c(C)c2c(=N)n1-c1ccccc1Cl
 : 2	-17	?	15%	0.1	8%	2%	-4%	-15%
24. Cc1ccc(NC(=O)CCN2C(=O)CSC2=O)cc1
 : -16	-3	1%	488%[activator]	-0.4	-22%	-9%	4%	5%
25. COc1ccc(CCNC(=O)CCS(=O)(=O)c2ccc(Br)cc2)cc1OC
 : 2	-1	-3%	0%	0.3	9%	-5%	-3%	-1%
26. CC(C)(C)OC(=O)N[C@@H](Cc1ccccc1)C(=O)NCC1CCC(C(=O)N[C@@H](CC(=O)O)C(=O)O)CC1 (some centres not stated)
 : 4	-2	0%	0%	-1.2	10%	-10%	10%	10%
27. CCc1c(C)sc(NC(=O)c2ccc(Br)o2)c1C(=O)OC
 : 2	1	0%	1%	1.0	-2%	-10%	1%	5%
28. Cc1cccc(Nc2ncccc2C(=O)O)c1C
 : 13	-5	2%	-22%	2.8	5%	1%	-1%&2%	0%
29. Cn1c(SCc2cccc(F)c2)nnc1-c1cnccn1
 : -5	0	1%	0%	-0.1	-7%	-10%	0%	11%
30. FC(F)(F)c1cnc2c(c1)Nc1ccccc1S2
 : 3	-4	-10%	0%	0.7	-3%	-8%	-8%	nt

Following part
The line under a structure holds: D2 antag	LDHA inh	Vif-APOBEC3G blk	12-LOX inh	D2 agonist	RGS4 inhibitor	ERG Ets-DNA blk	GRP78 ERSR act	Vif-APOBEC3F blk
31. Cc1nn(-c2ccccc2)c(C)c1C(=O)OCC(=O)Nc1ccccc1C(F)(F)F
 : -2	-5	3%	1%	0.8	11%	-6%	8%	0%
32. Cc1ccc(S(=O)(=O)N(C)C[C@@H]2Oc3c(NC(=O)C4CC4)cccc3C(=O)N([C@@H](C)CO)C[C@@H]2C)cc1
 : nt	1	4%	-28%	nt	-8%	6%	-1%	-5%
33. Cc1ccc(-c2csc(NC(=O)c3ccccc3Cl)c2C(=O)O)cc1
 : -8	-10	1%	0%	0.4	-6%	-10%	?	0%
34. COc1cccc(C2N(c3ccc(Cl)cc3)C(=O)C3CCCN32)c1 (configuration not stated)
 : -9	-7	0%	87%[activator]	0.8	24%	-12%	-1%	-6%
35. COc1ccc(/C=N/Nc2ncc(-c3ccccc3)cn2)c(OC)c1
 : 1	-14	1%	-18%	-0.2	-14%	-7%	-2%	0%
36. Cc1cc(NS(=O)(=O)c2ccc(NC(=O)c3c(F)c(F)c(F)c(F)c3F)cc2)nc(C)n1
 : 13	-12	-6%	0%	0.1	0%	-9%	-3%	2%
37. CCc1nc2ccccc2c(C(=O)Nc2cc(C)ccc2C)c1C
 : 6	-3	1%	6%	-1.0	-3%	0%	-3%	-3%
38. CCn1cc(C(=O)NCc2ccc3c(c2)OCO3)c(=O)c2cc(S(=O)(=O)N3CCOCC3)ccc21
 : -4	0	1%	-12%	0.1	-19%	3%	1%	-9%
39. COC(=O)COc1ccc(S(=O)(=O)NCc2ccncc2)cc1
 : -3	3	2%	-12%[57.4 µM]	-1.8	3%	17%	-2%	2%
40. COc1ccc(CCN(C)C2CCCN(S(=O)(=O)c3ccc(C)cc3)C2)cc1OC (configuration not stated)
 : 3	-12	0%	6%	0.1	-18%	-5%	-5%	1%
41. COc1ccc(CCNC(=O)C(C)SCC(=O)Nc2ccc(F)cc2)cc1 (configuration not stated)
 : nt	-4	1%	-2%	nt	-12%	0%	-2%	4%
42. COc1ccc2c(c1)[C@H]1[C@H](CO2)[C@H](c2ccccc2)[C@@]2(C)C(=O)N[C@H](C)C(=O)N12
 : nt	-2	0%	17%	nt	2%	11%	-3%	-4%
43. Cc1nc2ccc(F)cc2cc1C(=O)NCC1CCCO1 (configuration not stated)
 : 11	21	-4%	?	1.3	8%	-15%	-1%	1%

From PubChem
